KDM4E inh = JMJD2E (human) inhibition. B2RXH2. JMJD2E catalytic domain, FDH-coupled NADH fluorescence (FDH is formaldehyde dehydrogenase). Potency, µM (highest dose often 57.1 µM), for inactives: top-dose activity change, negative = inhibition, actives largely listed as inhibitors. 1.6% of 230,000 active; active means well fitted inhibition curve with a large enough effect, not every such curve was filed as active; inconclusive means small, poorly fitted or top-dose-only effect, or another doubt; inactive means no such curve, though single readings can be large or run the other way;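 further: 0% = wells with enzyme and -100% = buffer wells without enzyme; nearly all actives have a fitted effect of over 50% in size; many of its hits are not listed in these tables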
Target sequence (B2RXH2 1-337 limits assumed): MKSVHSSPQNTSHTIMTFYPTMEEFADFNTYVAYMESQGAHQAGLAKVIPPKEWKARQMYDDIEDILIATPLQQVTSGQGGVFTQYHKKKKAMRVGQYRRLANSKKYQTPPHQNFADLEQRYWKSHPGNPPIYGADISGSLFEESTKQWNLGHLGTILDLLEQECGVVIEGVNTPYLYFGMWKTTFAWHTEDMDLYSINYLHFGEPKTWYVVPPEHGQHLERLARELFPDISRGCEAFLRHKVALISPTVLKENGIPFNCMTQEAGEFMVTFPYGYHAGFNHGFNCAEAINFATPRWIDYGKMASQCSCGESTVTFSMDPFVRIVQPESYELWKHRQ
SMN2 splice up = increases expression of the SMN2 splice variant | HEK293 SMN2-luciferase splicing reporter, luminescence, 30-36 h | Potency, µM (series often up to 46.1 µM), inactives show top-dose activity change, positive = activation, actives largely listed as activators | 2.8% of 210,000 active; further: % of control where 0% means no effect; nearly all actives have a fitted effect of over 55% in size
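HEK293 cells carry an SMN2 minigene-luciferase reporter in which exon 7 inclusion puts luciferase in frame. Cells were seeded at 2000 cells/well, attached for 10-12 hours, then exposed to compounds for 30-36 hours at 37C before ONE-Glo luminescence.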
GoLoco inh red = RGS12 GoLoco-Gai1 interaction inhibition. P63096. Gai1:RGS12 GoLoco peptide FP, rhodamine, 10 min. Potency, µM (doses to about 61.6 µM), without a hit: top-dose activity, negative = inhibition, most hits filed as inhibitors. 0.44% of 230,000 active. AID 880; active means well fitted inhibition curve with a large enough effect, not every such curve was filed as active; inactive means no such curve, though single readings can be large or run the other way; further: on the % scale 0 is the no-effect control and ±100 the full control effect; nearly all actives have a fitted effect of over 30% in size; many of its hits are not listed in these tables
Target sequence (P63096 whole entry, looked up): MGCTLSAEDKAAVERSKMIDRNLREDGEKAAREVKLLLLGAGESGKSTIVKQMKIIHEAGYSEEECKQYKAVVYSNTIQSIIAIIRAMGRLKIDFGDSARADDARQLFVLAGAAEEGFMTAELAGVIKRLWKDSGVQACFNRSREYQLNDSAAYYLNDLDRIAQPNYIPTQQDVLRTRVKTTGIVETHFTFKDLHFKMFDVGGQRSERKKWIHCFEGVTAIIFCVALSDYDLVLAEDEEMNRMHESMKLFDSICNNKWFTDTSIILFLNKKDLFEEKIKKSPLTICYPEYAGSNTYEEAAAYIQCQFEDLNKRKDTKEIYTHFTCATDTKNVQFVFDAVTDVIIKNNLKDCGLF
aGal spleen mod = alpha-galactosidase A (human) modulation | 0.008% of 240,000 active | Potency, µM (top dose mostly 80 µM), for inactives: at the top dose activity change, negative = inhibition, hits mostly inhibitors | human spleen homogenate, 4MU-alpha-Gal fluorescence, 40 min;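 further: 0% = enzyme with vehicle and -100% = no enzyme basal signal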
Target sequence (P06280 32-429 limits assumed): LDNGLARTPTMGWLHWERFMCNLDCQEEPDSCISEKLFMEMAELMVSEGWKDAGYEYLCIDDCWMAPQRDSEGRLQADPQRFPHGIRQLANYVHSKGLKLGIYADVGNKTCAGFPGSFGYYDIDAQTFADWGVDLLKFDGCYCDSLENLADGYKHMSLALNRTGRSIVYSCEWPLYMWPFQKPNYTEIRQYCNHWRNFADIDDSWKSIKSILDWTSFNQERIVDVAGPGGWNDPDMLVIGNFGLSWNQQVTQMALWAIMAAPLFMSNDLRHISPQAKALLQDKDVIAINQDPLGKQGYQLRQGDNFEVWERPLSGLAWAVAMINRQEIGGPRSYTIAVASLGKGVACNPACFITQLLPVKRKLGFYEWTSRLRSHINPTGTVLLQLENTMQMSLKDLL
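Fluorogenic readout (Ex 365/Em 440 nm) of 4-methylumbelliferone released from 1 mM 4-MU-alpha-galactoside by spleen homogenate, 40 min at 37C, pH 5.0. Data normalized to no-enzyme and enzyme controls; Hill-equation AC50 from compound titrations.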
ALDH1A1 inh = inhibitors of human aldehyde dehydrogenase 1A1. P00352. Purified ALDH1A1, NADH fluorescence, propionaldehyde substrate. Potency, µM (top dose mostly 75.3 µM), for the others: top-dose activity, negative = inhibition, most hits filed as inhibitors. 7.3% of 220,000 active; active means well fitted inhibition curve with a large enough effect, not every such curve was filed as active; inconclusive means small, poorly fitted or top-dose-only effect, or another doubt; inactive means no such curve, though single readings can be large or run the other way;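 further: plate controls were no enzyme wells and a reference inhibitor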
GAA glycogen = GAA glycogen-cleavage inhibition or activation | P10253 | recombinant GAA, glycogen substrate, Amplex Red glucose oxidase fluorescence | Potency, µM (series often up to 76.4 µM), without a hit: at the top dose activity change, negative = inhibition, hits mostly inhibitors | 0.38% of 300,000 active;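 further: 0% = full enzyme reaction and -100% = no-enzyme basal signal; the screen sought inhibitors and activators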
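Recombinant human alpha-glucosidase (4 nM final) hydrolysed bovine liver glycogen (30 ug) for 40 min at 37 C in pH 5.0 citrate/phosphate with 0.01% Tween-20. Released glucose detected by glucose oxidase/Amplex Red, Ex 573/Em 610 nm. Compounds up to 77 uM; AC50 from Hill fits.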
GAA inhib = blocks human lysosomal alpha-glucosidase. Potency, µM (top dose mostly 76.9 µM), for the others: at the top dose activity change, negative = inhibition, most hits filed as inhibitors. 0.005% of 200,000 active. purified human GAA, 4-MU-alpha-glucoside fluorescence. AID 1466;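 further: plate controls were uninhibited enzyme wells for no effect and no-enzyme background for full effect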
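Fluorescence at Ex 365/Em 440 nm from 4-methylumbelliferone reported enzyme activity after 20 min at room temperature. Reactions used 4 nM enzyme and 400 uM substrate at pH 5.0; curves fitted with the Hill equation.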
aGlu spleen mod = lysosomal alpha-glucosidase (human) modulation. P10253. human spleen homogenate, 4-MU-alpha-glucoside fluorescence. Potency, µM (doses to about 79.9 µM), for the others: top-dose activity change, negative = inhibition, hits mostly inhibitors. 0.006% of 240,000 active;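 further: 0% = enzyme with vehicle and -100% = no enzyme basal signal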
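Compounds were titrated against alpha-glucosidase in spleen homogenate at pH 5.0, with 1 mM 4-methylumbelliferyl substrate for 40 min at 37 C. Reactions were quenched with pH 10 NaOH/glycine and fluorescence measured.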
The depositor's hits bear a star; ? = inconclusive; . = not tested or not shown; [ ] = dose if it differs, or a comment. Unless noted, the call rests on the fitted dose curve; in most records, active means well fitted curve in the direction sought with a large enough effect; inconclusive means small, poorly fitted or top-dose-only effect, or another doubt; inactive means no such curve, though single readings can be large; an effect the other way counts as inactive or inconclusive. Potency means the concentration at half of the fitted maximal effect. Only part of the results is shown, so the mix of outcomes need not match the whole.

SMILES | KDM4E inh | SMN2 splice up | GoLoco inh red | aGal spleen mod | ALDH1A1 inh | GAA glycogen | GAA inhib | aGlu spleen mod
COC(=O)c1cc(OC)c(OC)cc1NCC(=O)Nc1ccc(C)cc1 | ? | -1.5% | -1.4% | 6.5% | ? | 1.6% | 10.0% | -9.6%
CCN(CC)c1ccc(/C=N/NC(=O)c2cccc(S(=O)(=O)Nc3ccccc3OC)c2)cc1 | ? | -1.3% | 4.7% | 4.4% | 10µM* | 11.7% | -7.8% | 2.9%
Nc1ncc(Br)cc1S(=O)(=O)NCCC(=O)N1CCN(c2ncccn2)CC1 | -16.7% | -12.2% | 3.6% | -10.3% | ? | 4.8% | 2.4% | -17.0%
Cc1ccc(NC(=O)CN(C)C(=O)COc2c(Cl)cc(Cl)c3ccc(C)nc23)cc1 | 1.1% | 1.4% | 4.8% | 1.5% | 8.8% | -5.1% | 3.5% | 5.3%
O=C(COC(=O)c1cc(=O)c2ccccc2o1)NC1CCCC1 | -2.7% | 0.6% | -2.5% | -9.0% | 4.0% | -13.5% | 7.1% | -8.9%
CC1CN(C(=O)c2cccc(S(=O)(=O)Nc3ccc(Cl)cc3)c2)CC(C)O1 (configuration not stated) | -6.8% | 0.7% | 4.1% | 8.9% | 1.3% | -1.7% | -1.3% | -18.2%
COc1cccc(C2NC(C)(C(=O)O)C3C(=O)N(C(C)C)C(=O)C23)c1O (configuration not stated) | -22.8% | -10.2% | -2.5% | 0.5% | 6.4% | 16.5% | 1.6% | 2.7%
c1cnc2c(OCc3nc4ccccc4[nH]3)cccc2c1 | -4.0% | 11.2µM* | 4.2% | 0.5% | 1.6% | 6.3% | 2.7% | -7.2%
CC1CN(C(=O)c2ccccc2Sc2ccccc2C#N)CC(C)O1 (configuration not stated) | 5.4% | -11.0% | 9.8% | 2.8% | 2.8% | 4.1% | -7.8% | -2.0%
COc1ccc(CCNc2nc3c(c(=O)n(C)c(=O)n3C)n2C)cc1OC | 2.7% | -16.0% | -0.1% | 1.7% | 6.8% | -0.7% | 1.3% | -0.6%
O=C(CCl)Nc1cccc(S(=O)(=O)NC2=NCCC2)c1 | -8.5% | . | 1.3% | -3.1% | . | 6.0% | . | -5.5%
O=C(CSc1ccc(Cl)cc1)Nc1ccc(N2CCN(c3ccccc3)CC2)c(F)c1 | 0.8% | 6.1% | 1.8% | 0.3% | 7.3% | -4.0% | ? | -16.5%
COc1ccc(OC)c(NC(=O)CC2C(=O)NCCN2C(=O)Nc2cccc(Cl)c2)c1 (configuration not stated) | -0.1% | 5.1% | -4.5% | -11.0% | 7.6% | 6.1% | -7.6% | -18.3%
O=C(NC(=S)NC1CCSC1=O)c1ccccc1F (configuration not stated) | -1.5% | 3.4% | 0.5% | -2.6% | ? | 9.6% | -6.1% | -7.7%
COc1ccc2c(c1)CCC1C2CC[C@@]2(C)C(O)CCC12 (some centres not stated) | 2.7% | 5.4% | -0.8% | 8.1% | -7.1% | . | . | 8.9%
Cn1ncc2c(NNC(=O)c3ccc(Cl)c(Cl)c3)ncnc21 | ? | 3.4% | 0.0% | 0.9% | 0.9% | -1.5% | -2.2% | -2.5%
C=C1CC[C@H](O)C/C1=C/C=C1\CCC[C@]2(C)[C@@H]([C@H](C)CCCC(C)(C)O)CC[C@@H]12 | -2.2% | -7.7% | 0.0% | -5.0% | 7.7% | . | . | 7.7%
COc1ccc(CC(=O)Nc2cccc(-c3cn4ccccc4n3)c2)cc1 | ? | 24.7% | 12.0% | 2.6% | ? | 4.6% | -12.5% | 0.1%
COc1ccccc1NC(=O)N1CCCC(C(=O)Nc2cccc(C)c2C)C1 (configuration not stated) | -0.9% | -3.4% | -1.3% | -16.9% | 0.8% | ? | 0.7% | 8.2%
Cc1cccc(S(=O)(=O)c2c(C)cc(C)nc2Cl)c1 | -1.6% | 4.9% | 2.0% | 2.6% | 4.8% | -9.3% | 2.0% | 2.1%

Some entries already given with just ALDH1A1 inh and KDM4E inh.
Structure	ALDH1A1 inh	KDM4E inh
c1cnc2c(OCc3nc4ccccc4[nH]3)cccc2c1	1.6%	-4.0%
CC1CN(C(=O)c2ccccc2Sc2ccccc2C#N)CC(C)O1 (configuration not stated)	2.8%	5.4%
COc1ccccc1NC(=O)N1CCCC(C(=O)Nc2cccc(C)c2C)C1 (configuration not stated)	0.8%	-0.9%

Next entries:
SMILES | KDM4E inh | SMN2 splice up | GoLoco inh red | aGal spleen mod | ALDH1A1 inh | GAA glycogen | GAA inhib | aGlu spleen mod
COc1ccc(CNc2nc(-c3ccc(N(C)C)cc3)nc3ccccc23)c(OC)c1 | . | . | 8.91µM* | 1.9% | ? | . | . | 1.0%
COc1ccc2nc(C)cc(SCC(NC(C)=O)C(=O)OC(C)C)c2c1 (configuration not stated) | ? | . | -4.4% | 3.4% | ? | 6.1% | -5.6% | -1.0%
COc1ccc(CCN2C(=O)NC(NC(C)=O)(C(F)(F)F)C2=O)cc1OC (configuration not stated) | 10.2% | 3.3% | 13.9% | 1.7% | 1.2% | 4.6% | 2.3% | 6.0%
COc1ccc(C2NC(=O)C(C#N)=C(S)N2c2cccc(C)c2)cc1OC (configuration not stated) | -13.6% | -3.3% | 2.5% | -2.9% | ? | 8.0% | 8.5% | 3.0%
CCCc1nc2sc3ccccc3c(=O)c2c(=O)n1Cc1ccco1 | 3.2% | . | . | 7.3% | 7.5% | 3.8% | -1.9% | -1.8%
CCNC(=S)NNC(=O)c1csc(C)c1 | 1.2% | 20.0% | 3.2% | -9.6% | -10.3% | -1.7% | 6.8% | -5.2%
COc1ccccc1N1CCN(CC(O)COc2c(OC)cccc2OC)CC1 (configuration not stated) | -8.4% | . | . | 5.8% | ? | 7.4% | -0.2% | 1.5%
Oc1c(C=C2N=c3ccccc3=N2)sc(=S)n1C1CCCC1 | 1.2% | 3.9% | -8.6% | -0.6% | -7.1% | 2.8% | 0.8% | -6.9%
CC(C)CNC(=S)NC(=O)c1ccc(F)cc1 | -1.4% | ? | -3.6% | 5.8% | ? | -5.3% | -6.6% | 4.7%
CC(C)Cn1c(CCC(=O)O)ccc1-c1cccs1 | -4.7% | 0.2% | 33.6%[activator] | 0.1% | ? | -10.4% | ? | -2.4%
O=C1CC(c2ccccc2)n2nc(N3C(=O)c4ccccc4C3=O)nc2N1 (configuration not stated) | -1.8% | -1.7% | 4.5% | -2.3% | 5.5% | 7.2% | -5.1% | -3.3%
CN(CC(=O)NC1CCCCCC1)S(=O)(=O)c1ccccc1 | 1.3% | 13.9% | -15.9% | -3.3% | -1.4% | 7.0% | -10.3% | -18.2%
COc1ccc(/C=C2\N=C(c3ccccc3)N(c3ccc(C(=O)O)cc3)C2=O)cc1OC | 0.9% | . | -0.3% | 5.0% | . | 0.7% | . | 4.5%
COCCCN1C(=O)C(=O)/C(=C(/O)c2ccc(OC(C)C)cc2)C1c1ccc(O)c(OC)c1 (configuration not stated) | -0.8% | -1.6% | 1.6% | 0.9% | -1.9% | -29.2% | -4.6% | -1.8%
CN(C)c1ccc(/C=C/C=C2/SC(=S)N(c3ccccc3)C2=O)cc1 | 9.4% | -65.2%[inhibitor] | -6.6% | -14.4% | ? | -3.7% | 2.5% | -10.6%
COc1cccc(OCC(=O)Nc2cc(Cl)ccc2Oc2ccccc2)c1 | 2.5% | -26.3% | 9.7% | -1.8% | 5.3% | -3.7% | -7.3% | -2.6%
COc1ccc2c(c1)C=C(CN1CCN(C3CCCC3)C(CCO)C1)CO2 (configuration not stated) | 2.7% | 10.8% | 11.5% | -6.2% | -1.5% | 8.6% | ? | -7.4%
CC(C)Cn1c(-c2ccc(Br)cc2)c[nH]c1=S | -6.1% | -26.3% | 2.1% | 6.4% | ? | -0.8% | -5.3% | -13.2%
CC(C)CC(=O)Nc1cccc(NC(=O)CC(C)C)n1 | 11.3% | ? | -10.7% | -5.8% | 11.8% | -2.4% | -0.1% | -2.3%
CC1=CC(C)C2(COC(c3ccc[n+](C)c3)OC2)C(C)C1 (configuration not stated) | -16.1% | . | -9.5% | -10.6% | 1.4% | 10.1% | 5.7% | -1.7%
CC1(C)O[C@@H]2C[C@H]3[C@@H]4C[C@H](F)C5=CC(=O)CC[C@]5(C)[C@H]4[C@@H](O)C[C@]3(C)[C@]2(C(=O)CO)O1 | -8.6% | -22.0% | 11.3% | -18.7% | 3.9% | 5.3% | 3.6%[15.4 µM] | 2.3%
CC(=O)c1cccc(NC(=O)COc2ccccc2C(=O)c2cc(C#N)c(=O)n(C3CCCCC3)c2)c1 | -20.5% | 2.8% | -0.5% | -17.7% | -2.0% | 6.5% | -6.9% | -3.9%
CCc1ccc(N2C(=O)Nc3ccccc3C2(O)C(=O)N2CCN(c3ccccn3)CC2)cc1 (configuration not stated) | ? | 23.9% | 8.6% | -7.9% | ? | -5.0% | 3.7% | -5.6%
O=C(CO)N/N=C/c1ccc(Cl)cc1 | 1.6% | 11.2% | -18.4% | -0.7% | -6.9% | 12.3% | -9.9% | 0.2%
CCOC(=O)c1nnn(-c2nonc2N)c1CN(C)Cc1ccccc1 | 5.0% | 5.6% | -6.5% | -1.1% | ? | -0.7% | -5.8% | -6.8%
O=C(Nc1ccc(N2CCOCC2)c(Cl)c1)c1ccc(Br)o1 | 1.1% | 4.47µM* | 16.0% | 6.0% | 25.1µM* | -10.9% | 6.2% | 14.1%
O=C(Nc1ccc(Oc2ccccc2)cc1)C1CC1 | -5.1% | 7.1% | 5.9% | -16.7% | 4.6% | 24.1% | -6.1% | -0.1%
COc1ccc(-n2c(N)c(C(=O)NCc3ccco3)c3nc4ccccc4nc32)c(OC)c1 | ? | -11.7% | 16.4% | 18.7% | ? | -7.6% | ? | 9.3%

Filtered by structure: those above with an NH in an aromatic ring (2)
SMILES | KDM4E inh | SMN2 splice up | GoLoco inh red | aGal spleen mod | ALDH1A1 inh | GAA glycogen | GAA inhib | aGlu spleen mod
c1cnc2c(OCc3nc4ccccc4[nH]3)cccc2c1 | -4.0% | 11.2µM* | 4.2% | 0.5% | 1.6% | 6.3% | 2.7% | -7.2%
CC(C)Cn1c(-c2ccc(Br)cc2)c[nH]c1=S | -6.1% | -26.3% | 2.1% | 6.4% | ? | -0.8% | -5.3% | -13.2%
